From PubChem BioAssay
OXTR potentiator: potentiators of human oxytocin receptor; activation, % at 3 µM; P30559; CHO-OTR cells, Fluo-8 calcium fluorescence, potentiator mode; 0% = oxytocin EC15, 100% = EC100; actives 0.061% (n = 320,000); AID 2445;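 active = activation above that plate's cutoff, the mean activation of tested compounds plus 3 SD, cut at about 6.6% in these data, passing the limit was not always enough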;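 also: 100% uses oxytocin at 75 nM as the full agonist control; some results filed as inactive read as strong as hits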
Target sequence (P30559 whole entry, looked up): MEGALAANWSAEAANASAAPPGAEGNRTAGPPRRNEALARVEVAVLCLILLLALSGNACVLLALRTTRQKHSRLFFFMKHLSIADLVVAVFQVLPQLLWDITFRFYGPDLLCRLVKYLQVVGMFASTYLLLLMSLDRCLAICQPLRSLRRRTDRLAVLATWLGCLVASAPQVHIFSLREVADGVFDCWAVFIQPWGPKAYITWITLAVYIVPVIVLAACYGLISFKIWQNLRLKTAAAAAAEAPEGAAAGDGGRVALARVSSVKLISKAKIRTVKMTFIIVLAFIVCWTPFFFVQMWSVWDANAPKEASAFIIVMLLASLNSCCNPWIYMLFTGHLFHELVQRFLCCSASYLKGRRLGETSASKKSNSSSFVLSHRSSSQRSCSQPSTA
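assay system = CHO-OTR cells, human receptor | schedule = compound 6 min at room temperature before oxytocin, 100 s read | detection = Fluo-8 intracellular calcium fluorescence, ex 470-495, em 515-575 nm | evaluation = normalized max/min fluorescence ratio, % activation | control set = EC15 oxytocin alone as 0%, 75 nM oxytocin (EC100) as 100%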
TAAR1 antagonist: antagonists of human TAAR1 | actives 1.5% (n = 360,000) | inhibition, % at 3 µM | Q96RJ0 | CHO RD-HGA16 TAAR1, Fluo-8 calcium fluorescence, antagonist | AID 624466;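 active = inhibition above a per-plate cutoff, the mean inhibition of test compounds on that plate plus 3 SD, cut at about 49% in these data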;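 also: 0% = DMSO plus EC80 beta-PEA response and 100% = DMSO alone without agonist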
Target sequence (Q96RJ0 whole entry, looked up): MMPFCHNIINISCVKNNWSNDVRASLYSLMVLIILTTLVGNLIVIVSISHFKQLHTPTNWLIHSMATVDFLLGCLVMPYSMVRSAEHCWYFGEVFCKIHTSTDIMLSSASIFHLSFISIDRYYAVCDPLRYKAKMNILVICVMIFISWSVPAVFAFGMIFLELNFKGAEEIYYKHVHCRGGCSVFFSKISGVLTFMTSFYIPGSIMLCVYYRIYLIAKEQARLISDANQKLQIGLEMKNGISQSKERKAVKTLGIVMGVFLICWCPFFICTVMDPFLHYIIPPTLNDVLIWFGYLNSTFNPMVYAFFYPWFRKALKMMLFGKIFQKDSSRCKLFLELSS
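test system = CHO RD-HGA16 cells bearing hTAAR1 | replication = singlicate | controls = DMSO-only wells and EC80 β-PEA-stimulated wells | reagent = EC80 β-phenethylamine stimulus | read-out basis = percent inhibition of PEA-evoked calcium signal, max/basal emission ratio | schedule = seeding 17-24 h prior, 75-min 37 °C, 30-min RT dye loading | signal = kinetic Fluo-8 calcium fluorescence measurement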
M1 ag: human M1 muscarinic receptor agonism | P11229 | CHO-K1 hM1, Fluo-8 calcium fluorescence, agonist mode; 0% DMSO, 100% acetylcholine EC100 | activation, % at 3 µM | actives 0.33% (n = 360,000) | AID 588814;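 active = activation above the run's mean compound activation plus 3 SD, cut at about 16% in these data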;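 also: peak over basal fluorescence ratio within a 140 s kinetic read after compound addition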
TAAR1 agonist: human TAAR1 agonism | Q96RJ0 | CHO RD-HGA16 TAAR1, Fluo-8 calcium fluorescence; vehicle wells 0%, saturating PEA agonist 100% | activation, % at 3 µM | actives 0.99% (n = 360,000);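 active = activation above the mean activation of all test compounds in the run plus 3 SD, cut at about 38% in these data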
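Repeats: no replicates (n 1) | Material: CHO-derived RD-HGA16 cells with stable Gα16 and human TAAR1 | Technique: Kinetic Fluo-8 calcium fluorescence | Schedule: 17-24 h seeding, 75 min 37 °C dye, 30 min RT | Evaluation: % activation from peak over basal fluorescence ratio, DMSO-to-PEA scaled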
CHO parental Ca: counter-screen: ATP calcium response change in parental CHO cells. parental CHO-K1, ATP-induced calcium, Fluo-8 fluorescence. inhibition, % at 5.6 µM. actives 0.63% (n = 330,000). AID 463079;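 active = inhibition above that plate's mean sample inhibition plus 3 SD, cut at about 26% in these data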;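 also: 0% = ATP-challenged DMSO wells and 100% = DMSO wells without ATP; some compounds past the cut are filed as inactive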
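Test system: untransfected parental CHO cell line; also added: ATP stimulus; dosing: 5.6 µM, single dose; signal: calcium-sensitive Fluo-8 fluorescence; measure: percent inhibition of ATP-evoked calcium rise, normalized to controls; benchmarks: low control ATP plus DMSO, high control DMSO only; replication: one well per compound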
CHO-K1 Ca PAM: counter-screen for M1 PAMs: effect in parental CHO-K1 cells; actives 0.02% (n = 360,000); activation, % at 3 µM; ATP EC20, Fluo-8 calcium fluorescence; 0% at ATP EC20, 100% at ATP max; AID 602247;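 active = activation above the run cutoff, the mean activation of all test compounds plus 3 SD, cut at about 40% in these data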;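 also: peak over basal fluorescence ratio in a 140 s read after ATP addition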
CHO-K1 Ca antag: nonselective inhibitor or artifact in parental CHO-K1 cells. actives 0.6% (n = 360,000). ATP-induced calcium, Fluo-8 fluorescence. inhibition, % at 3 µM;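 active = inhibition above a per-plate cutoff, the plate's mean sample inhibition plus 3 SD, cut at about 24% in these data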;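 also: 0% = DMSO plus EC80 ATP and 100% = DMSO alone without ATP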
CHRM1 antagonist: antagonists of human M1 muscarinic receptor; P11229; CHO-K1 hM1, Fluo-8 calcium fluorescence, ACh EC80 antagonist; inhibition, % at 3 µM; actives 1.3% (n = 360,000);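 active = percent inhibition above its own plate's cutoff, namely the mean of that plate's compound wells plus 3 SD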;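 also: peak over basal fluorescence ratio during 140 s after agonist addition; 0% = ACh EC80 plus DMSO and 100% = DMSO alone without agonist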
M1 ag parental: M1 agonist counterscreen hit in parental CHO-K1 cells. Fluo-8 calcium fluorescence; scaled to maximal ATP response, vehicle zero. activation, % at 3 µM. actives 0.48% (n = 360,000). AID 602248; in the data active = activation above about 15%;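 also: untransfected CHO-K1 host cells lacking M1 receptor as counterscreen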
* = called active by the depositor; x = no result given.

compound | CHO-K1 Ca antag | OXTR potentiator | M1 ag | CHO-K1 Ca PAM | M1 ag parental | CHO parental Ca | CHRM1 antagonist | TAAR1 antagonist | TAAR1 agonist
C/C(=N\NC(=O)c1nnn(-c2nonc2N)c1CN(C)c1ccccc1)c1ccc(O)cc1 | -8 | -10 | -1 | 7 | 1.1 | -19 | 4 | 4 | 2
CCOc1ccccc1Nc1ncccc1C(=O)N1CCCC1 | -6 | -4 | -3 | 8 | 1.0 | 5 | -15 | 1 | 3
CN1/C(=C\C(=O)c2cccnc2Cl)C(C)(C)c2ccccc21 | -4 | 2 | -7 | 20 | 4.7 | -8 | 1 | 13 | 0
COc1cccc(CC2(CO)CCCN(Cc3cn[nH]c3-c3ccccc3)C2)c1 (stereo not drawn) | -4 | -4 | -9 | 15 | 0.5 | -13 | -5 | 3 | 1
CCN(Cc1ccc2c(c1)OCO2)C(=O)CSc1nc(C)nc2sc(C)c(C)c12 | -17 | -3 | -4 | 16 | 0.4 | -20 | 0 | 10 | 10
O=C1NC(Cc2ccccc2)c2nc3ccc(F)cc3c(=O)n2-c2ncccc21 (stereo not drawn) | -7 | x | -3 | 14 | 2.1 | x | -13 | 2 | 2
CC(C)(C)n1nnnc1CN1C2CCC1CC(NC(=O)Nc1ccccc1)C2 (stereo not drawn) | -7 | -10 | -3 | 0 | 0.8 | -11 | -5 | -3 | 5
CN(C)/C=C(\C#N)C(=O)N/N=C/c1ccccc1 | -2 | -11 | -6 | 19 | 0.3 | 0 | -6 | -1 | 3
CCN1CCN(Cc2cc(=O)oc3cc(C)cc(C)c23)CC1 | -6 | -4 | -5 | 6 | 0.4 | -1 | -4 | 12 | 1
CSCCC(NC(=O)c1ccco1)C(=O)OC(C)C(=O)NC(=O)NC1CCCCC1 (stereo not drawn) | -17 | -15 | -2 | -2 | 1.0 | -19 | -19 | 14 | 19
CC(CNC(=O)C(C)(C)C)NC(=O)C(C)(C)C (stereo not drawn) | -11 | 1 | -4 | 19 | 0.4 | -3 | -4 | 1 | 10
Cc1csc(N/N=C/c2ccc([N+](=O)[O-])cc2)n1 | -1 | -3 | -4 | 9 | 1.3 | -8 | -3 | 7 | -1
CC(C)c1nc(CNC(=O)CCc2nnc(-c3ccsc3)o2)cs1 | -7 | -1 | -9 | 7 | -0.4 | -6 | 1 | 13 | 0
COC(=O)CNC(=O)C(CCSC)NC(C)=O (stereo not drawn) | -2 | 1 | -6 | 25 | 0.3 | -5 | -9 | 4 | 9
COc1cc2ncc(C(=O)c3ccccc3)c(N3CCN(Cc4ccccc4)CC3)c2cc1OC | -18 | 3 | -6 | 16 | 0.4 | -21 | -13 | x | x
C[C@@H](O)C#Cc1ccc2c(c1)O[C@H](CN(C)C(=O)Nc1ccccc1)[C@@H](C)CN([C@@H](C)CO)S2(=O)=O | -11 | x | -3 | 13 | 0.2 | x | 5 | 8 | 6
COC(=O)c1ccccc1NC(=O)C1CC(=O)N(C2CCCCC2)C1 (stereo not drawn) | -5 | -6 | -2 | 10 | 2.6 | -14 | 2 | 8 | 6
CCN(Cc1ccccc1)C(=O)CSc1ncn[nH]1 | -8 | -1 | -6 | 7 | -0.1 | 2 | 2 | -10 | 0
CC(=O)c1cccc(NC(=O)NCCS(C)=O)c1 (stereo not drawn) | -9 | -2 | -4 | 15 | 0.4 | -8 | -3 | x | x
Cc1ccc(C)c(S(=O)(=O)NCCC(=O)N2CCCC(C(N)=O)C2)c1 (stereo not drawn) | -7 | -4 | -5 | -1 | 0.4 | -16 | -6 | -15 | 1
COc1cc(OC)nc(Nc2nc(C(N)c3ccccc3Cl)cs2)n1 (stereo not drawn) | 3 | x | 3 | 11 | 1.1 | x | -5 | 14 | 23
COCc1cc(C)n(CC(=O)NC(C)c2ccccc2)c(=O)c1C#N (stereo not drawn) | -13 | -6 | -4 | 13 | 0.1 | -5 | -7 | 4 | 2
CCSc1nnc(-c2cccs2)o1 | -16 | 1 | -6 | 8 | 0.5 | -1 | 1 | -9 | 7
CCc1ccc(NC(=S)NC2CC3CCC(C2)N3Cc2ccco2)cc1 (stereo not drawn) | -13 | 0 | -7 | 11 | 3.0 | -10 | 2 | 0 | 7
COc1ccccc1N1CCN(C(=O)CNS(=O)(=O)c2ccc(Br)s2)CC1 | -6 | -14 | -1 | -17 | 6.9 | -1 | 13 | -1 | 2
C=CCn1c(=O)c(C(=O)Nc2ccc(C)cn2)c(O)c2ccccc21 | -12 | -10 | -1 | 14 | 1.2 | -7 | -3 | -1 | 4
O=c1nc(Nc2ccc(OCc3ccccc3)cc2)sc2ncccc12 | 0 | -2 | -2 | -3 | 0.0 | -10 | -17 | -20 | -2
O=C(NCc1ccc(Cl)c(Cl)c1)c1cc(C2CCCCN2C(=O)c2cccs2)on1 (stereo not drawn) | -10 | x | -7 | 17 | 1.4 | x | -4 | -10 | 0
O=C(NCCNC(=O)c1ccccc1Br)c1cccnc1 | 15 | -3 | 0 | -28 | 0.5 | 13 | -6 | -6 | 2
O=C(c1ccc(-c2cccc(Cl)c2Cl)o1)N1CCOCC1 | -16 | -11 | -5 | 12 | 2.1 | -6 | -2 | -23 | 3
CCCc1nc2nc(C)c(NS(=O)(=O)c3ccc([N+](=O)[O-])cc3)c(=O)n2[nH]1 | -4 | -11 | 5 | 16 | 0.1 | -5 | -4 | -7 | 2
C[C@H]1CN([C@@H](C)CO)C(=O)c2cc(Br)cnc2O[C@H]1CN(C)Cc1ccccc1C(=O)O | 2 | x | -4 | -3 | 0.3 | x | 4 | -8 | 2
C=CCN1[C@@H](Cc2ccccc2)COCCS1(=O)=O | -6 | x | -3 | 18 | 0.0 | x | -13 | 3 | 0
O=S1(=O)[C@H]2CC3O[C@]2(C[C@@H]3c2ccc(F)cc2)CN1Cc1ccc(Cl)cc1 | -3 | -6 | -6 | -4 | -0.6 | -22 | -1 | 15 | 2
Cc1cccc(N(C)C(=O)CCS(=O)(=O)c2cccc3nonc23)c1 | 0 | -14 | -2 | 9 | 0.2 | -16 | -7 | -8 | 7
CCN(CCn1cccn1)Cc1nc(Cc2cccc(F)c2)no1 | -3 | 0 | -4 | 12 | 2.0 | -6 | -9 | -12 | 2
O=C(/C=C/c1ccc[nH]1)c1ccccc1 | 6 | -8 | -10 | 16 | 2.0 | -8 | -5 | 9 | 3
NC(=O)c1nn(CC(=O)Nc2cccc(S(=O)(=O)N3CCCCCC3)c2)c(=O)c2ccccc12 | -16 | -6 | -7 | 15 | 0.1 | -15 | -1 | -23 | 9
Cc1ccccc1CN1C[C@H]2CON(C)[C@H]2C[C@H]1c1cccc(Br)c1 | 0 | x | -7 | -6 | 0.3 | x | 5 | 5 | 0
COc1ccc(C(c2nnnn2C(C)(C)C)N2CCN(C)CC2)cc1OC (stereo not drawn) | 3 | -5 | 1 | -2 | 0.1 | -13 | -39 | 3 | 1
O=C(O)C1C2C=CC(C2)C1C(=O)Nc1nccs1 (stereo not drawn) | -9 | -11 | -2 | 15 | 0.7 | 6 | -3 | 7 | 4
CCCCN(CCCNC(=O)C1CCN(C(=O)c2cc3sccc3n2C)CC1)Cc1ccccc1 | -12 | -11 | -1 | 15 | 8.3 | -28 | 2 | -28 | 19
CCN1C(=O)N/C(=C/c2ccc(Sc3ccc(C)cc3)o2)C1=O | -10 | -14 | 0 | 20 | 1.5 | 64* | 15 | 65* | 18
CC(=C/c1ccccc1)/C=N/n1c(-c2ccncc2)n[nH]c1=S | -4 | 11 | 30* | 0 | 0.2 | -27 | -1 | -16 | 24
CCc1nc2ccc(C(=O)Nc3cccc(OCC(=O)N(C)C)c3)cn2c1N(CCC(C)C)CCN(C)C | -6 | x | 2 | 12 | 0.5 | x | -13 | -11 | 2
COc1ccc(OCc2cc(C(=O)N(C)CCC3CCOCC3)no2)c(Cl)c1 | -1 | -9 | -2 | 2 | 3.5 | 0 | 7 | -20 | 2
Cc1nc2ccccc2c(=O)n1/N=C/c1ccc(O)c(O)c1O | 11 | -13 | -2 | -11 | 0.3 | -6 | 3 | 0 | -1
O=C1OCC(CO)(CO)N=C1NNc1cc(Cl)ccc1Cl | 2 | -10 | 1 | 8 | -0.3 | 1 | 11 | 8 | 4
Cc1ccsc1C(=O)N1CCCC(N(C)Cc2ccccc2)C1 (stereo not drawn) | 0 | -3 | -6 | 7 | 0.1 | -4 | -16 | -3 | 0
CCC1Oc2ccccc2N(CC(=O)NC2CCCCC2)C1=O (stereo not drawn) | -4 | -3 | -8 | -5 | -0.6 | 2 | -2 | -1 | -4
CCCCCCSC1=C(C#N)C(=O)NC2(CCCCC2)S1 | -6 | -4 | 3 | -1 | 0.7 | -3 | -1 | -8 | 10
COc1ccc(CCNC(=O)c2ccc(NC(=O)CC3SC(N4CCCCC4)=NC3=O)cc2)cc1 (stereo not drawn) | 2 | x | -3 | -11 | 0.5 | x | 3 | 20 | 1
CCCCn1c(NC(=O)c2ccccc2Cl)c(C#N)c2nc3ccccc3nc21 | 13 | -30 | 5 | -22 | 11 | -4 | 13 | 38 | 5

Whole records, looked up by structure:
Shown for CCc1nc2ccc(C(=O)Nc3cccc(OCC(=O)N(C)C)c3)cn2c1N(CCC(C)C)CCN(C)C → CHO-K1 Ca antag: -6; OXTR potentiator: x; M1 ag: 2; CHO-K1 Ca PAM: 12; M1 ag parental: 0.5; CHO parental Ca: x; CHRM1 antagonist: -13; TAAR1 antagonist: -11; TAAR1 agonist: 2
Shown for O=C(NCc1ccc(Cl)c(Cl)c1)c1cc(C2CCCCN2C(=O)c2cccs2)on1 (stereo not drawn) → CHO-K1 Ca antag: -10; OXTR potentiator: x; M1 ag: -7; CHO-K1 Ca PAM: 17; M1 ag parental: 1.4; CHO parental Ca: x; CHRM1 antagonist: -4; TAAR1 antagonist: -10; TAAR1 agonist: 0
Shown for CC(=O)c1cccc(NC(=O)NCCS(C)=O)c1 (stereo not drawn) → CHO-K1 Ca antag: -9; OXTR potentiator: -2; M1 ag: -4; CHO-K1 Ca PAM: 15; M1 ag parental: 0.4; CHO parental Ca: -8; CHRM1 antagonist: -3; TAAR1 antagonist: x; TAAR1 agonist: x
